LMNA splice mod = qHTS Assay for Modulators of Lamin A Splicing; AID 1487, 2009; HeLa LMNA splicing GFP/RFP minigene ratio, 48 h; Potency, µM (titrated, usually from 46.1 µM), without a hit: at the top dose ratio change, negative = inhibition, hits mostly inhibitors; hit rate 0.01% among 200,000; active means well fitted inhibition curve with a large enough effect in the signal ratio, with a control signal flat, not every such curve was filed as active; inconclusive means small, poorly fitted or top-dose-only effect, or effect the other way, or a change in a side signal; the % refers to the signal ratio; further: on the % scale 0 is the no-effect control and ±100 the full control effect
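Read-out is the ratio of GFP to DsRed2 object intensity, acquired by 488 nm laser-scanning cytometry on HeLa lamin A-EGFP minigene reporter cells. Compound incubation 48 hrs at 37 °C in Opti-MEM with 2% FBS; DMSO 0.5% final.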
TRb-SRC2 inh = qHTS for Inhibitors of the Interaction of Thyroid Hormone Receptor and Steroid Receptor Coregulator 2; Thyroid hormone receptor beta (Homo sapiens), P10828; TRbeta-SRC2 peptide binding, fluorescence polarization; receptor liganded with 1 µM T3; Potency, µM (highest dose often 106 µM), for the others: at the top dose activity change, negative = inhibition, usual class: inhibitors; hit rate 0.065% among 280,000; AID 1469, 2008;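 further: plate controls were bound peptide for no effect and peptide without receptor for full effect; nearly all actives have a fitted effect of over 50% in size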
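Human TRb ligand-binding domain (0.6 uM) is mixed with 20 nM Texas Red SRC2 peptide and 1 uM T3; after compound addition and 5 hr at ambient temperature, polarization is measured and normalized to unbound and bound controls.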
ALDH1A1 inh = qHTS Assay for Inhibitors of Aldehyde Dehydrogenase 1 (ALDH1A1); Aldehyde dehydrogenase 1A1 (Homo sapiens), P00352; Potency, µM (top dose mostly 75.3 µM), for the others: top-dose activity, negative = inhibition, usual class: inhibitors; Purified ALDH1A1, NADH fluorescence, propionaldehyde substrate; hit rate 7.3% among 220,000; active means well fitted inhibition curve with a large enough effect, not every such curve was filed as active; inconclusive means small, poorly fitted or top-dose-only effect, or another doubt; inactive means no such curve, though single readings can be large or run the other way;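 further: plate controls were no enzyme wells and a reference inhibitor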
TexasRed fluor = Total Fluorescence Counterscreen for Inhibitors of the Interaction of Thyroid Hormone Receptor and Steroid Receptor Coregulator 2; AID 1479, 2009; TRb/SRC2 Texas Red total fluorescence interference; hit rate 0.29% among 280,000; Potency, µM (series often up to 106 µM), for inactives: top-dose fluorescence change, negative = quenching; active means well fitted curve in either direction with a large enough effect; inconclusive means small, poorly fitted or top-dose-only effect; further: on the % scale 0 is the no-effect control and ±100 the full control effect
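Flags fluorescent or light-absorbing compounds by total fluorescence, S + 2P, at 555 nm excitation and 632 nm emission. Mixture: 20 nM Texas Red SRC2 peptide, 0.6 uM human TRb LBD, 1 uM T3, 5% DMSO; compound exposure 5 h at ambient temperature.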
JMJD2E inh = qHTS Assay for Inhibitors of Human Jumonji Domain Containing 2E (JMJD2E); hit rate 1.6% among 230,000; Lysine-specific demethylase 4E (Homo sapiens), B2RXH2; Potency, µM (series often up to 57.1 µM), for the others: at the top dose activity change, negative = inhibition, most hits filed as inhibitors; JMJD2E catalytic domain, FDH-coupled NADH fluorescence (FDH is formaldehyde dehydrogenase); active means well fitted inhibition curve with a large enough effect, not every such curve was filed as active; inconclusive means small, poorly fitted or top-dose-only effect, or another doubt; inactive means no such curve, though single readings can be large or run the other way;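 further: 0% = wells with enzyme and -100% = buffer wells without enzyme; nearly all actives have a fitted effect of over 50% in size; many of its hits are not listed in these tables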
RECQ1 inh = qHTS Assay for Inhibitors of RecQ-Like Dna Helicase 1 (RECQ1). RECQ1 DNA unwinding, red fluorescence kinetic read. Potency, µM (titrated, usually from 57.3 µM), without a hit: top-dose activity, negative = inhibition, most hits filed as inhibitors. hit rate 0.54% among 240,000. AID 2549, 2010. ATP-dependent DNA helicase Q1 (Homo sapiens), P46063;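 further: plate controls were vehicle for no effect and no enzyme for full effect; nearly all actives have a fitted effect of over 30% in size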
Target sequence (P46063 whole entry, looked up): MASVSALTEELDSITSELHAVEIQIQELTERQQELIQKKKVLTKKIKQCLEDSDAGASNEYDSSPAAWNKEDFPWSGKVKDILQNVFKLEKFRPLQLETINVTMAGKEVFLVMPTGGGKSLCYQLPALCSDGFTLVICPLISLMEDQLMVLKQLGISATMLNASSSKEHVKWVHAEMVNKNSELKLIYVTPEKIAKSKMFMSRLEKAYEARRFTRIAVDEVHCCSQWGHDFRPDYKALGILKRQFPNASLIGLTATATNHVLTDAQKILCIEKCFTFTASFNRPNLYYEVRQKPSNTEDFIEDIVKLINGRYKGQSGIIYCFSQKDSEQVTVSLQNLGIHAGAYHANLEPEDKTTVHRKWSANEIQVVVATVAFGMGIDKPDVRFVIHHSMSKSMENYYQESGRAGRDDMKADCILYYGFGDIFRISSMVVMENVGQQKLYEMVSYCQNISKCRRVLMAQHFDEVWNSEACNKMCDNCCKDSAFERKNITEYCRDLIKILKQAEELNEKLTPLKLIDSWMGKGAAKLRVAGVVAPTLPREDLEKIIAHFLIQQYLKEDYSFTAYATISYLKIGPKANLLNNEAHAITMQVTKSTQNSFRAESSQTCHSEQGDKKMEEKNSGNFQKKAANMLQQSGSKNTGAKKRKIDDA
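50 nM RECQ1T1 preincubated 15 min with compound in Tris pH 8.0 buffer with MgCl2, DTT, Tween-20 and 2.5 ug/ml poly(dI-dC); started with 200 nM TAMRA/BHQ-2 forked duplex and 2 mM ATP. Unwinding read as fluorescence (525/598 nm), two reads 2 h apart.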
SMN2 splice up = qHTS Assay for Enhancers of SMN2 Splice Variant Expression; HEK293 SMN2-luciferase splicing reporter, luminescence, 30-36 h; Potency, µM (series often up to 46.1 µM), for the others: at the highest dose activity change, positive = activation, actives largely listed as activators; hit rate 2.8% among 210,000; AID 1458, 2008; further: % of control where 0% means no effect; nearly all actives have a fitted effect of over 55% in size
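qHTS luciferase splicing reporter: luminescence rises when SMN2 exon 7 is included in transfected HEK293 cells. Compound exposure lasted 30-36 h at 37C, with 4.5 mM final sodium butyrate as control, followed by a ONE-Glo read.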
GoLoco inh red = qHTS Assay for Inhibitors of RGS12 GoLoco Motif Activity (Red Fluorophore); Potency, µM (doses to about 61.6 µM), without a hit: at the top dose activity, negative = inhibition, hits mostly inhibitors; AID 880, 2007; Guanine nucleotide-binding protein G(i) subunit alpha-1 (Homo sapiens), P63096; hit rate 0.44% among 230,000; Gai1:RGS12 GoLoco peptide FP, rhodamine, 10 min; active means well fitted inhibition curve with a large enough effect, not every such curve was filed as active; inactive means no such curve, though single readings can be large or run the other way; further: on the % scale 0 is the no-effect control and ±100 the full control effect; nearly all actives have a fitted effect of over 30% in size; many of its hits are not listed in these tables
Target sequence (P63096 whole entry, looked up): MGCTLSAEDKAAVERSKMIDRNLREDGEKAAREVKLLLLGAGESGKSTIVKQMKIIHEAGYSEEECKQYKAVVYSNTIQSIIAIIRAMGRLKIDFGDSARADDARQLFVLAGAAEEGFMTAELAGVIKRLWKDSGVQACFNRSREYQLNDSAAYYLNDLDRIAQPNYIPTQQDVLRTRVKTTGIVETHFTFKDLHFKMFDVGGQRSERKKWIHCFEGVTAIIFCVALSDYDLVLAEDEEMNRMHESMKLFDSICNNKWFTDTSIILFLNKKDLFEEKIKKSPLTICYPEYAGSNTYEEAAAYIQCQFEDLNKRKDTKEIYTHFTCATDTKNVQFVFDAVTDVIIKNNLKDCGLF
* hit, by the source's call; i = inactive; u = inconclusive; x = not tested or not shown; & = joins results of further samples; [ ] = dose if it differs, or a comment. Unless noted, the call rests on the fitted dose curve; in most records, active means well fitted curve in the direction sought with a large enough effect; inconclusive means small, poorly fitted or top-dose-only effect, or another doubt; inactive means no such curve, though single readings can be large; an effect the other way counts as inactive or inconclusive. Potency means the concentration at half of the fitted maximal effect.

| Compound | LMNA splice mod | TRb-SRC2 inh | ALDH1A1 inh | TexasRed fluor | JMJD2E inh | RECQ1 inh | SMN2 splice up | GoLoco inh red |
| --- | --- | --- | --- | --- | --- | --- | --- | --- |
| CCOC(=O)N1CCN(S(=O)(=O)c2cc(-c3nn4c(C)nnc4c4ccccc34)ccc2C)CC1 | 2%[0.0737 µM] | -2% | -16% | 3% | 8% | 7% | 18% | -15% |
| CCCN=C1NC(=O)C(CC(=O)NCCc2ccc(OC)c(OC)c2)S1 (configuration not stated) | -2% | -5% | u | 0% | -1% | -2% | -14% | 10% |
| Cc1[nH][nH]c(=O)c1C(c1c(C)[nH][nH]c1=O)c1cn(Cc2ccc(Cl)c(Cl)c2)c2ccccc12 | u | u | 3.5µM* | -1% | 9% | -1% | -2%[1.84 µM] | 6% |
| Cc1oc(-c2ccc(Cl)cc2)[n+]([O-])c1C | -21% | -5% | u | 1% | 2% | 1% | -8% | 2% |
| COc1cccc(CNn2cn[nH]c2=S)c1OCc1ccccc1 | x | 1% | u | -4% | 3% | i | -4% | 8% |
| CC1CCC2C(=O)N3C(CCC(C)[C@@H]3c3cccc(N4CCOCC4)c3)C(=O)N2C1c1cccc(N2CCOCC2)c1 (some centres not stated) | x | 2%[11.2 µM] | 6%[13.5 µM] | -8%[11.2 µM] | x | 9%[11.5 µM] | x | x |
| CCN1C(=O)C(CC(=O)NCc2ccc(Cl)cc2)N(CC)C1=O (configuration not stated) | 18% | 2% | -2% | -1% | -1% | -14% | -2% | 5% |
| COc1nccc(C(F)(F)F)c1C(=O)NC(=O)Nc1ccccc1 | x | -5% | 7% | -5% | 4% | i | x | 9% |
| CCCN(CCC)CCCNc1ccc(C(=O)Nc2cccc(OC)c2)cc1[N+](=O)[O-] | x | 6% | -2% | -3% | -2% | -16% | -42% | 2% |
| COc1cc2c(cc1OC)-c1cc(NC3CCCCCC3)nc(=O)n1CC2 | -5% | 0% | u | 0% | u | -2% | 6% | 5% |
| C=CCNCCOCCOc1ccccc1-c1ccccc1 | x | -6% | -6% | 0% | 5% | -6% | x | -42% |
| COc1ccc(NS(=O)(=O)c2cc(NC(=O)c3cnc(C)cn3)ccc2N2CCCCC2)cc1 | -9% | 3% | -19% | -5% | -15% | -14% | -11% | -8% |
| Cc1cc(C(=O)N/N=C\C(Br)=C\c2ccccc2)c(C)o1 | x | 6% | u | -1% | -11% | i | u | 9% |
| COc1ccc(N2Cc3cccc(C(=O)N4CCN(C(=O)c5ccco5)CC4)c3C2=O)cc1 | -3% | 3% | 5% | -7% | -9% | 10µM* | -6% | 6% |
| N#CCCn1nc(-c2ccc(Cl)cc2)cc1Nc1ccccc1NC(=O)C(F)(F)F | -15% | -1% | -19% | -5% | -3% | 2% | x | x |
| Cc1ccc(S(=O)(=O)NCC(=O)OCC(=O)c2ccc(Br)s2)cc1 | 1% | 0% | u | -3% | -1% | -1% | 25% | 16% |
| Cc1cc2ccccn2c1C(=O)c1ccc(S(=O)(=O)N(C)C)cc1 | x | 6% | -5% | -2% | 2% | i | x | 2% |
| COc1ccc(C(=O)NCc2cn3ccsc3n2)cc1OC | -8% | -5% | 2% | -1% | 7% | -7% | -4% | 6% |
| Cn1cnnc1SCC(=O)c1cc2ccccc2o1 | u | -2% | u | 0% | 4% | -10% | 6% | 17% |
| CC(=O)Nc1ccc(NC(=O)c2cccc3c2-c2ccccc2C3=O)cc1 | x | -3% | -4% | -2% | -6% | -3% | -11% | 8% |
| CS(=O)(=O)N1CCN(c2ccccc2[N+](=O)[O-])CC1 | x | -10% | -1% | -2% | 2% | i | 4% | 9% |
| CCC(=O)NC(Nc1sc2c(c1C(=O)OC)CCCC2)(C(F)(F)F)C(F)(F)F | 5% | 1% | 10% | 2% | -1% | -5% | -2% | 4% |
| CCCCC(=O)/C=C/n1c(=S)oc2ccccc21 | u | -24% | 11µM* | 2% | 1% | -4% | -6%[1.84 µM] | 0% |
| Clc1ccccc1-c1nn2c(-c3ccccn3)nnc2s1 | -6% | -13% | -5% | -1% | -4% | i | -13% | 10% |
| COC(=O)c1ccccc1OCCCN(C)C | -1% | -4% | -7% | 2% | 2% | 0% | -2% | 2% |
| COC(=O)c1ccccc1NC1=C/C(=N\S(=O)(=O)c2cccs2)c2ccccc2C1=O | u | u | 3.2µM* | 9% | u | -4% | -107%[inhibitor] | -19% |
| COc1cc(/C=C(\C#N)C(=O)NCC2CCCO2)c([N+](=O)[O-])cc1OC (configuration not stated) | -15% | 11% | u | 0% | 6% | 0% | u | -30% |
| CC1CCN(C(=O)C2CCN(C(=O)c3cc4sccc4n3Cc3ccc(F)cc3)CC2)CC1 | u | -1% | 14µM* | -2% | -1% | -3% | -47%[inhibitor] | 7% |
| CC(C)c1csc(CN2CCN(Cc3ccccc3)C(CCO)C2)n1 (configuration not stated) | x | -13% | u | -2% | 2% | i | x | 1% |
| COc1ccc(OC(C)C(=O)Nc2ccccc2F)cc1 (configuration not stated) | u | -1% | 3% | -3% | -13% | 19% | -11% | 10% |
| Cc1cc(C(C)(C)C)cc(C)c1S(=O)(=O)N1CC(=O)Nc2ccccc21 | x | 1% | x | -3% | 1% | -6% | x | -6% |
| O=C(NCC(c1cccnc1)N1CCN(c2ccccc2F)CC1)c1cccc(Cl)c1 (configuration not stated) | u | 5% | 8% | 1% | -1% | -2% | -51%[inhibitor] | -8% |
| Cc1ccc(C(=O)COC(=O)c2cn3ccccc3n2)cc1 | x | -4% | 0% | 0% | 0% | -2% | 31% | -1% |
| O=C(OCn1nnc2ccccc2c1=O)C12CC3CC(CC(O)(C3)C1)C2 | 20%[46 µM] | 1% | 3% | -3% | 1% | -8% | -6% | 4% |
| COc1ccc2c(CC(=O)OCC(=O)NC(N)=O)coc2c1 | x | 0% | -5% | -4% | -4% | -3% | x | 5% |
| CCCCNc1nc2ccccc2nc1Cl | 3%[9.22 µM] | -5% | -3% | -6% | u | i | -10% | 11% |
| C=CCNC1=C2C[C@@H](C)C[C@H](OC)[C@H](O)[C@@H](C)/C=C(\C)[C@H](OC(N)=O)[C@@H](OC)/C=C\C=C(/C)C(=O)NC(=CC1=O)C2=O | u | -10%&2% | -6% | -3%&-4% | x | i | -85%[inhibitor] | -1%&-1% |
| O=c1c([N+](=O)[O-])c[nH]c2ccccc12 | 1% | -9% | -6% | -68% | -6% | -7% | 11% | -18% |
| COC(=O)c1cc(Br)c(=O)n(-c2nccs2)c1 | 3% | -10% | u | 4% | -11% | -11% | 15% | 7% |
| COc1cc(C)nc(Oc2ccc(OCCOc3ccc(C)cc3)nn2)n1 | 3% | 3% | u | -1% | 5% | -6% | 11% | -5% |
| Cc1ccccc1OC(=O)C1C(c2ccccc2)C(C(=O)O)C1c1ccccc1 (configuration not stated) | 0% | 7% | -2% | -2% | 10% | i | -7% | 2% |
| COc1ccc(NC(=O)c2ccc(OC(F)F)cc2)cc1Cl | -1% | 2% | -6% | -2% | -8% | -3% | 11µM* | 12% |
| CC(=O)Nc1ccc(NC(=O)c2ccccc2N(C)S(C)(=O)=O)cc1 | 0% | -1% | 0% | 0% | 3% | 2% | -1% | 8% |
| C=CCn1c(SCc2csc(C)n2)nc2sc3c(c2c1=O)CCCCC3 | u | -2% | 22µM* | -3% | -11% | -4% | -38%[inhibitor] | 4% |
| Cc1nc(-c2ccccc2OC(F)(F)F)[nH]c(=O)c1Cl | x | -2% | 7% | -1% | 5% | -2% | x | 5% |
| O=C(NCc1ccccc1)c1cccc(NC(=O)c2ccco2)c1 | 13% | 0% | -1% | 7% | 1% | -13% | -30% | 14% |
| O=C(c1ccccc1)N(CCN1CCOCC1)C1(C(=O)Nc2ccccc2)CCCCC1 | -2% | -2% | 7% | 2% | 12% | -9% | -4% | 3% |
| CN(C(=O)CC(NC(=O)c1ccccc1)(c1ccccc1)c1ccccc1)c1ccccc1 | 10% | 0% | 4% | 1% | -9% | -8% | -3% | 4% |
| CSC(=S)N/N=C(\C)c1ccc(Br)cc1 | x | 1% | 19% | 0% | -3% | 5% | x | 7% |
| CC(=O)OCCNc1cc(SCc2ccco2)c2nonc2c1[N+](=O)[O-] | u | -6% | u | -17% | u | 7.1µM* | -2% | -18% |
| FC(F)(F)c1nnc2c(Sc3ccccc3)nc3ccccc3n12 | -14% | -12% | -1% | 1% | 3% | -2% | u | -5% |
| Cc1cccc(C)c1-n1c(C)cc(/C=C2\NC(=O)NC2=O)c1C | 1% | 5% | 16µM* | 4% | 5% | -1% | 12% | 42%[activator] |

Source: PubChem

This is a subset; the hit share may differ from the screen's.
